Source: PubChem
CHRM4 antagonist: CHRM4 antagonism in calcium assay; CHO-hM4 cells, ACh EC80, Fluo-8 calcium fluorescence; inhibition, % at 3 µM; actives 0.73% (n = 360,000); AID 624125;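 active means inhibition above its plate's cutoff, the mean inhibition of sample wells plus 3 SD, cut at about 27% in these data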;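 further: 0% = acetylcholine EC80 with DMSO and 100% = DMSO without agonist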
Target sequence (P08173 whole entry, looked up): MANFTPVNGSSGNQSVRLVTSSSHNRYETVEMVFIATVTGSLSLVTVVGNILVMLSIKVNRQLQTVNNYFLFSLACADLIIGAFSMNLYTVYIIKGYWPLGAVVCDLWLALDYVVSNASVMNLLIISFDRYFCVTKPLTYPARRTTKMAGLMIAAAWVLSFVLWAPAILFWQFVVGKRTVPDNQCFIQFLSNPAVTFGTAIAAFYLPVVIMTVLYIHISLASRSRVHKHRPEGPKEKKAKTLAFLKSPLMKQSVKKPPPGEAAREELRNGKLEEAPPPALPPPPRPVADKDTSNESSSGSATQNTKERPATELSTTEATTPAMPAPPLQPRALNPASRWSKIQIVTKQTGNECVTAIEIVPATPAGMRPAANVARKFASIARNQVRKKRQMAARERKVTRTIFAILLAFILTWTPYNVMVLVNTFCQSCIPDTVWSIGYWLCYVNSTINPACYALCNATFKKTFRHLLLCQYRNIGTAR
M1 ag: activates human CHRM1 receptor; CHO-K1 hM1, Fluo-8 calcium fluorescence, agonist mode; 0% DMSO, 100% acetylcholine EC100; activation, % at 3 µM; P11229; actives 0.33% (n = 360,000);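 active means activation above the run's mean compound activation plus 3 SD, cut at about 16% in these data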;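 further: peak over basal fluorescence ratio within a 140 s kinetic read after compound addition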
M1 ag parental: counter-screen for M1 agonists: effect in parental CHO-K1 cells | Fluo-8 calcium fluorescence; scaled to maximal ATP response, vehicle zero | activation, % at 3 µM | actives 0.48% (n = 360,000); in the data active means activation above about 15%;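 further: untransfected CHO-K1 host cells lacking M1 receptor as counterscreen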
CHRM1 antagonist: human CHRM1 antagonism; P11229; CHO-K1 hM1, Fluo-8 calcium fluorescence, ACh EC80 antagonist; inhibition, % at 3 µM; actives 1.3% (n = 360,000); AID 588852;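 active means percent inhibition above its own plate's cutoff, namely the mean of that plate's compound wells plus 3 SD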;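 further: peak over basal fluorescence ratio during 140 s after agonist addition; 0% = ACh EC80 plus DMSO and 100% = DMSO alone without agonist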
M1 PAM: potentiates human M1 receptor response to acetylcholine. P11229. CHO-K1 hM1, Fluo-8 calcium fluorescence, ACh EC20; 0% = ACh EC20, 100% = maximal ACh. activation, % at 3 µM. actives 0.088% (n = 360,000); in the data active means activation above about 19%, passing the limit was not always enough
CHO parental Ca: counter-screen: ATP calcium response change in parental CHO cells. inhibition, % at 5.6 µM. actives 0.63% (n = 330,000). parental CHO-K1, ATP-induced calcium, Fluo-8 fluorescence;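 active means inhibition above that plate's mean sample inhibition plus 3 SD, cut at about 26% in these data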;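 further: 0% = ATP-challenged DMSO wells and 100% = DMSO wells without ATP; some compounds past the cut are filed as inactive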
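Test system: untransfected parental CHO cell line. Compound: one dose, 5.6 µM nominal. Detection: intracellular calcium via Fluo-8 no-wash fluorescent dye. Measure: % inhibition. Benchmarks: ATP-challenged DMSO wells low, unchallenged DMSO wells high.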
OXTR potentiator: human OXTR potentiation; actives 0.061% (n = 320,000); activation, % at 3 µM; CHO-OTR cells, Fluo-8 calcium fluorescence, potentiator mode; 0% = oxytocin EC15, 100% = EC100; AID 2445;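 active means activation above that plate's cutoff, the mean activation of tested compounds plus 3 SD, cut at about 6.6% in these data, passing the limit was not always enough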;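 further: 100% uses oxytocin at 75 nM as the full agonist control; some results filed as inactive read as strong as hits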
Target sequence (P30559 whole entry, looked up): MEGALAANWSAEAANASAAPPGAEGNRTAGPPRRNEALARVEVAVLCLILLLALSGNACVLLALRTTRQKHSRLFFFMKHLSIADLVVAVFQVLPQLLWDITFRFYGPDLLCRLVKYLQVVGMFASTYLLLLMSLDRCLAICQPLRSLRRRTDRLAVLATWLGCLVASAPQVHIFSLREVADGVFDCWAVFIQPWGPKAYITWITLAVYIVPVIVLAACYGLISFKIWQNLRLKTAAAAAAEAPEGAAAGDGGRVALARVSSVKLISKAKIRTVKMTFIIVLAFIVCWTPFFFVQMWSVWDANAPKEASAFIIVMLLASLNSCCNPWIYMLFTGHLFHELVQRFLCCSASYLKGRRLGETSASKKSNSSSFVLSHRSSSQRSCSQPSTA
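System: human OTR in CHO cells / Also added: sub-maximal oxytocin, roughly EC15 / Control set: EC15 oxytocin low, 75 nM oxytocin high / Schedule: 6 min compound pre-incubation at room temperature, 100 s kinetic read / Compound: single-point 3.0 µM / Replication: singlicate / Technique: Fluo-8 calcium dye fluorescence / Read-out basis: % activation of max/min ratio relative to oxytocin controls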
CHRM4 agonist: CHRM4 agonism in calcium assay | activation, % at 3 µM | actives 0.14% (n = 360,000) | AID 624127 | CHO-K1 hM4/Gqi5, Fluo-8 calcium fluorescence; vehicle 0%, full acetylcholine response 100% | P08173;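 active means activation above the run mean over all test wells plus 3 SD, cut at about 32% in these data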;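 further: peak over basal fluorescence ratio per well then scaled between controls; 0% = DMSO wells and 100% = acetylcholine at EC100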
CHO-K1 Ca antag: M1 antagonist counterscreen hit in parental CHO-K1 cells | inhibition, % at 3 µM | ATP-induced calcium, Fluo-8 fluorescence | actives 0.6% (n = 360,000) | AID 602250;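 active means inhibition above a per-plate cutoff, the plate's mean sample inhibition plus 3 SD, cut at about 24% in these data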;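 further: 0% = DMSO plus EC80 ATP and 100% = DMSO alone without ATP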
The depositor's hits bear a star; / = no result given.

SMILES | CHRM4 antagonist | M1 ag | M1 ag parental | CHRM1 antagonist | M1 PAM | CHO parental Ca | OXTR potentiator | CHRM4 agonist | CHO-K1 Ca antag
COc1ccc(OC)c(NC(=O)CCNS(=O)(=O)c2ccc3[nH]c(=O)oc3c2)c1 | -2 | -1 | 2.1 | -8 | 3 | -13 | 1 | 0 | -6
Cc1ccc2cc(CCNC(=O)c3ccc4c(c3)OCO4)c(=O)[nH]c2c1C | -13 | -3 | 0.4 | -12 | 3 | -15 | -2 | 3 | -4
COc1ccc2c(C(=O)CN(C)C3CCCCC3)c[nH]c2c1 | -18 | -5 | 0.4 | 1 | 0 | -8 | -14 | 1 | -14
O=S(=O)(Nc1ccc(-c2ccc(NS(=O)(=O)c3ccccc3)cc2)cc1)c1ccccc1 | 12 | 0 | 3.0 | 9 | -9 | / | / | 11 | -5
CCNc1nc(NCC)n2c(SCC(=O)Nc3ccccc3)nnc2n1 | -2 | -4 | 0.9 | 1 | 7 | -8 | -5 | 1 | -14
COC(=O)C(CCSC)NC(=O)c1cn(-c2ccc(OC)cc2)c(=O)c2ccccc12 (stereo not given) | -6 | -2 | 0.7 | -22 | 12 | -7 | -10 | 2 | -8
CC(C)CC(COCc1ccc(Cl)cc1)N1CCN(C(=O)c2ccc(C(F)(F)F)cc2)CCC1=O (stereo not given) | -31 | -7 | 0.5 | -3 | 1 | -38 | -6 | 12 | -19
CCCCn1c(SCC(=O)OCC)nc2c(sc(=S)n2-c2ccccc2OC)c1=O | -4 | 3 | -1.8 | -11 | 6 | -18 | -9 | -2 | -4
CC(=O)N1CCc2cc(S(=O)(=O)CCC(=O)Nc3c(C)n(C)n(-c4ccccc4)c3=O)ccc21 | 0 | -5 | 0.5 | -7 | 10 | -2 | -4 | 1 | 0
CCOC(=O)Cc1csc(NC(=O)c2sc3nc4cc(C)ccc4cc3c2N)n1 | 2 | 3 | 11 | 10 | 0 | -7 | -13 | 12 | -3
C[C@H](CO)N1C[C@H](C)[C@@H](CN(C)Cc2ccccc2)Oc2c(NS(=O)(=O)c3ccccc3)cccc2C1=O | -8 | -8 | 0.7 | -7 | 7 | -31 | -4 | 1 | -1
Cc1cccc(Cc2cnc(NC(=O)c3ccc(C)o3)s2)c1 | -3 | -2 | 0.5 | -20 | 0 | -8 | -14 | 0 | -7
CCn1c(N2CCN(C(c3ccccc3)c3ccccc3)CC2)nc2c1c(=O)[nH]c(=O)n2C | 1 | -1 | 0.7 | -8 | 10 | / | / | 2 | -8
COc1ccc2c(CCNC(N)=S)c[nH]c2c1 | 3 | -3 | 0.6 | -4 | 6 | -2 | 1 | 1 | -13
CCC(C)NC(=O)C1c2ccccc2C(=O)N1Cc1ccc(F)cc1 (stereo not given) | -8 | -1 | 0.9 | 8 | 1 | -9 | -2 | 1 | -9
O=[N+]([O-])c1cccc(S(=O)(=O)N2CCCC2)c1 | -14 | -9 | 0.6 | -11 | 11 | 2 | 2 | 2 | -4
COc1cccc(CNc2ccc(N3CCCCC3)cc2)c1OC | -4 | -5 | -0.5 | -6 | 6 | -6 | -14 | 0 | -9
Cc1cccnc1NC(=O)Nc1cccc(Cl)c1 | -2 | -4 | 0.5 | -22 | 13 | 8 | -1 | 0 | -10
O=C(O)CNC(=O)C(Cc1ccccc1)NC(=O)OCc1ccccc1 (stereo not given) | 10 | -3 | 2.9 | 3 | 4 | -11 | -2 | 10 | 10
OCCNCc1cc(Br)ccc1OCc1ccccc1Cl | 13 | -1 | 9.7 | -2 | 4 | -11 | -6 | 10 | -5
COC(=O)c1ccc(COc2cccc3c2CCN(Cc2ccccc2)C3=O)o1 | -6 | -8 | 2.2 | -6 | -1 | -17 | -8 | 4 | 2
Nc1nonc1-n1nnc(C(=O)N/N=C/c2ccccn2)c1CNc1ccccc1 | -2 | -2 | 1.1 | 4 | -1 | -21 | -10 | 4 | 3
O=C(NCC1CC1)c1ccc(-n2ccnc2)c2ccoc12 | 0 | -2 | 1.2 | -7 | 5 | / | / | 0 | -13
CC(=O)Nc1ccc(NC(=O)C2CCCN2S(=O)(=O)c2cccc3nsnc23)cc1 (stereo not given) | 7 | -2 | 19* | -5 | 9 | 5 | -15 | 1 | 2

Ten compounds out of the list, sorted by length of the SMILES, low to high.
SMILES | CHRM4 antagonist | M1 ag | M1 ag parental | CHRM1 antagonist | M1 PAM | CHO parental Ca | OXTR potentiator | CHRM4 agonist | CHO-K1 Ca antag
Cc1cccnc1NC(=O)Nc1cccc(Cl)c1 | -2 | -4 | 0.5 | -22 | 13 | 8 | -1 | 0 | -10
COc1ccc2c(CCNC(N)=S)c[nH]c2c1 | 3 | -3 | 0.6 | -4 | 6 | -2 | 1 | 1 | -13
COc1cccc(CNc2ccc(N3CCCCC3)cc2)c1OC | -4 | -5 | -0.5 | -6 | 6 | -6 | -14 | 0 | -9
Cc1cccc(Cc2cnc(NC(=O)c3ccc(C)o3)s2)c1 | -3 | -2 | 0.5 | -20 | 0 | -8 | -14 | 0 | -7
O=[N+]([O-])c1cccc(S(=O)(=O)N2CCCC2)c1 | -14 | -9 | 0.6 | -11 | 11 | 2 | 2 | 2 | -4
O=C(O)CNC(=O)C(Cc1ccccc1)NC(=O)OCc1ccccc1 (stereo not given) | 10 | -3 | 2.9 | 3 | 4 | -11 | -2 | 10 | 10
COC(=O)c1ccc(COc2cccc3c2CCN(Cc2ccccc2)C3=O)o1 | -6 | -8 | 2.2 | -6 | -1 | -17 | -8 | 4 | 2
Nc1nonc1-n1nnc(C(=O)N/N=C/c2ccccn2)c1CNc1ccccc1 | -2 | -2 | 1.1 | 4 | -1 | -21 | -10 | 4 | 3
CC(=O)Nc1ccc(NC(=O)C2CCCN2S(=O)(=O)c2cccc3nsnc23)cc1 (stereo not given) | 7 | -2 | 19* | -5 | 9 | 5 | -15 | 1 | 2
CCn1c(N2CCN(C(c3ccccc3)c3ccccc3)CC2)nc2c1c(=O)[nH]c(=O)n2C | 1 | -1 | 0.7 | -8 | 10 | / | / | 2 | -8

Going on with the list.
SMILES | CHRM4 antagonist | M1 ag | M1 ag parental | CHRM1 antagonist | M1 PAM | CHO parental Ca | OXTR potentiator | CHRM4 agonist | CHO-K1 Ca antag
CCOc1ccccc1Nc1ncnc2ccccc12 | 15 | -4 | 0.3 | 11 | 0 | -6 | -6 | 1 | 18
CS(=O)(=NS(=O)(=O)c1ccc(Cl)cc1)c1ccccc1 (stereo not given) | -13 | -2 | 0.9 | -8 | 0 | 10 | -8 | 2 | -16
CC(NC(=O)c1cc(S(=O)(=O)N2CCOCC2)ccc1N1CCCC1)c1ccc(Cl)c(Cl)c1 (stereo not given) | 1 | -7 | -0.1 | 0 | 0 | -10 | -2 | 0 | -13
CC(C)N1CC2=C(C1=O)C(c1ccc(O)cc1)NC(=O)N2C (stereo not given) | 2 | -1 | -0.1 | 1 | 8 | 8 | -1 | 0 | -2
CCC1CCCCN1C(=O)Cn1c(C(=O)OC)cc2sc(Cl)cc21 (stereo not given) | 10 | -7 | 0.6 | 1 | 0 | -9 | 4 | 0 | -23
O=C(CSc1nncs1)Nc1ccc(N2CCCCC2)cc1 | -2 | -4 | 4.3 | 1 | -4 | 2 | -9 | 6 | 0
COc1cc(C=NNc2ccccc2[N+](=O)[O-])cc(OC)c1OC | -10 | -4 | -0.4 | -17 | 16 | / | / | 1 | 6
COc1ccc(CCNC(=O)CC(NS(=O)(=O)c2ccc(NC(C)=O)cc2)C(C)C)cc1OC (stereo not given) | 3 | -1 | 1.1 | 9 | -5 | -4 | 2 | 0 | -8
CCN(CC)CCNC(=O)/C(=C/c1cn(C)c2ccccc12)NC(=O)c1ccc(OC)c(OC)c1 | -8 | -6 | 0.7 | -15 | 9 | -1 | 5 | 2 | -9
Cc1ccc(NC(=O)CSc2ncn[nH]2)cc1S(=O)(=O)N1CCOCC1 | 6 | -2 | 6.3 | 22 | -5 | -1 | -6 | 19 | -11
C=CCn1c(-c2cccc(Cl)c2)n[nH]c1=S | 22 | -1 | 0.1 | -17 | 12 | -3 | -14 | 0 | -15
COc1ccc(C2CC(c3ccccc3OC(=O)/C=C/c3ccccc3)=NN2C(C)=O)cc1 (stereo not given) | -11 | -2 | 1.8 | -3 | 1 | -23 | -8 | 3 | -7
Cc1ccccc1NC(=O)c1cccc(N2C(=O)C3CCCCC3C2=O)c1 (stereo not given) | -20 | -2 | 2.7 | -17 | 7 | -9 | -11 | 4 | -7
Cc1cc(C(=O)NC(=S)Nc2ccccc2N2CCOCC2)ccc1[N+](=O)[O-] | 8 | -7 | 0.0 | 0 | 2 | -21 | -1 | 1 | 2
CCC(CC)N1CCN(C(=O)c2cc(OC)c(OC)c(OC)c2)CC1 | -5 | -6 | 0.1 | -16 | 11 | -9 | -10 | 0 | -4
CCN(CC)c1ccc(N/C(N)=N/c2nc(C(F)(F)F)cc(=O)[nH]2)cc1 | -19 | -4 | -0.1 | -20 | 10 | -18 | -11 | 1 | -10
CC(C)[C@@H]1Cc2[nH][nH]c(=O)c2[C@H](C(C)C)O1 | 2 | / | 2.9 | / | / | / | / | 1 | -1
CCCOCC1CC2(SC(=Nc3ccc(C)cc3)NC2=O)C(=O)O1 (stereo not given) | -7 | -2 | 0.1 | 2 | 1 | -11 | 1 | 0 | -4
CN(C)c1ccc2c(=O)cc[nH]c2c1 | 0 | 8 | 0.1 | -4 | 6 | / | / | 1 | -1
COC(=O)C1=CO[C@@H](O[C@@H]2O[C@H](CO)[C@@H](O)[C@H](O)[C@H]2O)[C@H]2[C@@H]1C(=O)C[C@@H]2C | -5 | -1 | 0.8 | -22 | 18 | -3 | 0 | 1 | -10
C=CC(=O)NCC1OCCc2ccccc21 (stereo not given) | -9 | -7 | 0.6 | -5 | 7 | 5 | -2 | 0 | -10
O=C(CNc1cccc(S(=O)(=O)N2CCCC2)c1)Nc1cccc(F)c1 | -10 | 4 | 1.6 | 8 | 0 | -30 | -13 | 12 | 13
CCOC(=O)c1c(NC(=O)CCl)sc(C(=O)N(CC)CC)c1C | -5 | -2 | -0.1 | -14 | 0 | -20 | -14 | 0 | -7
CC(=O)NC1=NC(=O)C(C)S1 (stereo not given) | 1 | -3 | 0.1 | -26 | 2 | -7 | 2 | 0 | -7
Cc1cccc(C(=O)NNC(=O)CSc2nnc(C3CC3)n2C)c1 | -9 | -1 | 0.6 | -9 | 17 | 4 | 0 | 1 | -11
Cc1nnc(SCC(=O)N2CCCCC2)n1CC1CCCO1 (stereo not given) | 3 | -3 | 0.0 | -13 | 5 | -9 | -3 | 0 | -2

Ordered by the number under CHRM4 antagonist (high to low): 3 of the compounds above
| mol | CHRM4 antagonist |
| --- | --- |
| COc1ccc(CCNC(=O)CC(NS(=O)(=O)c2ccc(NC(C)=O)cc2)C(C)C)cc1OC (stereo not given) | 3 |
| CCOC(=O)Cc1csc(NC(=O)c2sc3nc4cc(C)ccc4cc3c2N)n1 | 2 |
| O=[N+]([O-])c1cccc(S(=O)(=O)N2CCCC2)c1 | -14 |
